Compound activity from PubChem.
TDP1 cell noCPT = qHTS for Inhibitors of human tyrosyl-DNA phosphodiesterase 1 (TDP1): qHTS in cells in absence of CPT; Potency, µM (highest dose often 46.2 µM), inactives show at the highest dose activity change, negative = growth inhibition, hits mostly inhibitors; 420,000 tested, 15% active; DT40 Tdp1-/- hTDP1 cells, no CPT, ATP luminescence, 48 h; also: nearly all actives have a fitted effect of over 55% in size
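Chicken DT40 Tdp1-/- cells complemented with human TDP1, screened without camptothecin (DMSO vehicle only), 400 cells/well. Compounds pin-transferred, cells incubated at 37 °C for at least 48 hr. Growth read as ATP-dependent luminescence (CellTiter-Glo, 30 min at RT).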
TDP1 block = blocks human tyrosyl-DNA phosphodiesterase 1 | AID 485290 | Q9NUW8 | 350,000 tested, 0.28% active | recombinant TDP1, AlphaScreen DNA substrate cleavage | Potency, µM (top dose mostly 130 µM), without a hit: top-dose activity change, negative = inhibition, actives largely listed as inhibitors; also: nearly all actives have a fitted effect of over 40% in size
Target sequence (Q9NUW8 whole entry, looked up): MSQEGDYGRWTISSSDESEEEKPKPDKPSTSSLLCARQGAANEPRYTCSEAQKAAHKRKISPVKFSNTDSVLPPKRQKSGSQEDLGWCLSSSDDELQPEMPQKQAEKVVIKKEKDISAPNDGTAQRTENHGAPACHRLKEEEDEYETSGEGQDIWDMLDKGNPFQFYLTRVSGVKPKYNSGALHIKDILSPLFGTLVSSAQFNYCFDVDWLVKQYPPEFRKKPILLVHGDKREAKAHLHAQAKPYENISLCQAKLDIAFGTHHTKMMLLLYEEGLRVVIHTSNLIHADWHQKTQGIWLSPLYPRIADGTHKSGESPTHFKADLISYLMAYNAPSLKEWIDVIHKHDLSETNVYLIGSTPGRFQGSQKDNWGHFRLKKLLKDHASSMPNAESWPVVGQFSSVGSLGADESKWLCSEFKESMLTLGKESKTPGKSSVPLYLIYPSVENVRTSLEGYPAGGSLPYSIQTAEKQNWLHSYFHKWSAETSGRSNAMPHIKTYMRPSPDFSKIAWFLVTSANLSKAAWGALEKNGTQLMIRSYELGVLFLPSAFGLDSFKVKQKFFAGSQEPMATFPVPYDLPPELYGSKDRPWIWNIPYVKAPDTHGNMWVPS
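Recombinant E. coli-expressed Tdp1 (1 nM) preincubated with compound 15 min at RT, then 5'-biotin/3'-phosphotyrosine-FITC DNA substrate (15 nM) added for 5 min. AlphaScreen beads (10 ug/ml) added, 10 min RT; tyrosine-FITC cleavage read as signal loss.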
N370S GC mod = inhibitors or activators of N370S glucocerebrosidase for Gaucher disease | P04062 | N370S GC spleen homogenate, 4MU-glucoside fluorescence | Potency, µM (highest dose often 59.4 µM), inactives show at the top dose activity change, negative = inhibition, most hits filed as inhibitors | 330,000 tested, 0.092% active | AID 2101;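 also: 0% = full enzyme activity and -100% = no enzyme basal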
* hit, by the source's call; ? = inconclusive; . = not tested or not shown; & = joins results of further samples; [ ] = remark or other dose. Calls follow the shape of the dose curve; as a rule, active = well fitted curve in the direction sought with a large enough effect; inconclusive = small, poorly fitted or top-dose-only effect, or another doubt; inactive = no such curve, though single readings can be large; an effect the other way counts as inactive or inconclusive. Unless noted, % is scaled to controls: 0 for no effect and ±100 for the full control effect; potency is read from the fitted curve at half-maximal effect. This is a subset, so the mix of outcomes need not match the whole.

Results follow in this order: TDP1 cell noCPT, TDP1 block, N370S GC mod
CC(C)C(NC(=O)C1CCC(C(C)(C)C)CC1)C(=O)NCCc1ccc(S(N)(=O)=O)cc1 (configuration not stated)
→ ?, ., -2%
COCCNC(=O)/C(C#N)=C/c1c(N2CCN(c3ccccc3)CC2)nc2c(C)cccn2c1=O
→ ?, ., 3%
CSc1ncc(C(=O)Nc2c(C)cccc2C)c(-c2ccccc2)n1
→ -15%, 0%, .
N#CCCn1c(Cl)nc2ccccc21
→ -2%, 0%, 7%
CCc1cc(CNC(=O)C2CCC(=O)N(Cc3ccc(Cl)cc3)C2)on1 (configuration not stated)
→ 11%, 1%, -15%
COc1ccccc1-n1c(CNC(=O)c2ccco2)nnc1SCC(=O)Nc1nccs1
→ ?, 0%, 7%
Cc1ccnc(NS(=O)(=O)c2ccc(N)cc2)n1
→ 2%, 5%, -2%
CC(=O)Nc1ccc(N2CCC(C)CC2)c([N+](=O)[O-])c1
→ -18%, -1%, 12%
NC(=O)C1CCN(CC(=O)Nc2cc(S(=O)(=O)N3CCOCC3)ccc2N2CCCC2)CC1
→ 2%, 1%, .
O=C(NCc1ccco1)C1CCN(C(=O)c2cc3sccc3n2Cc2ccc(F)cc2)CC1
→ ?, -7%, 5%
CCOc1ccc(S(=O)(=O)N2CCC(C(=O)OCc3ccc(OC)cc3)CC2)cc1
→ -11%, 0%, -16%
NC(=O)N=Nc1c(O)n(Cc2ccccc2)c2ccc(Br)cc12
→ -25%, 7%, 0%
CCOC(=O)c1ccc(NC(=O)CSc2nnc(-c3ccncc3)n2C)cc1
→ -20%, 7%, -2%
Nn1c(SCC(=O)Nc2ccc(N3CCOCC3)cc2)nnc1C1CC1
→ -6%, 0%, .
CCc1n(CC(O)COCc2ccccc2)c2ccccc2[n+]1C (configuration not stated)
→ ?, 8%, -16%
CC1CCN(C(=O)c2ccccc2NC(=O)c2cccs2)CC1
→ 0%, 0%, -6%
O=C(Cc1cccs1)Nc1ccc(S(=O)(=O)N2CCCC2)cc1
→ -16%, -4%, 10%
Cc1nn(S(=O)(=O)N(C)C)c(C)c1CN1C(=O)c2ccccc2C1=O
→ -12%, 5%, 5%
CCC(C)n1c(SCC(=O)NC(=O)Nc2ccc3c(c2)OCCO3)nc2ccccc2c1=O (configuration not stated)
→ ?, 9%, 12%
CC1(C(=O)CSc2n[nH]c(-c3ccccc3Cl)n2)CCC(=O)O1 (configuration not stated)
→ ., 2%, 4%
Cc1ccsc1/C=N/NC(=O)C1C(=O)NCC1c1ccccc1 (configuration not stated)
→ -5%, -2%, 2%
Cc1ccc(Cn2c(=N)c(C(=O)NC3CCCC3)cc3c(=O)n4ccccc4nc32)cc1
→ 6.5µM*, 1%, 1%
Cc1cc2nc(C)c(Cc3ccccc3)c(=O)n2[nH]1
→ -24%, 2%, -7%
O=C(NCc1cccnc1)C12CC3CC(CC(Cl)(C3)C1)C2
→ 24%, 5%, 1%
COc1ccc(C(=O)NC(=S)Nc2cccc(NC(=O)c3ccco3)c2)cc1[N+](=O)[O-]
→ ?, -1%, 0%
CC(=O)N1CCc2c(sc3c2c(=O)n(Cc2ccccc2)c(=O)n3CC(=O)NCC2CCCO2)C1 (configuration not stated)
→ 16%, ., -1%
Cc1ccsc1/C=C1/C(=O)NN(c2ccccc2)C1=O
→ -1%, 5%, 0%
CCN1CCN(CNC(=O)c2cnccn2)CC1
→ 0%, 9%, -4%
CC(C)CCOc1ccc(CO[C@@H]2[C@H]3OC(C)(C)O[C@H]3O[C@@H]2C(O)CO)cc1 (some centres not stated)
→ ?, ., ?
COc1ccc(C2(O)CN(c3ccccc3)C3=[N+]2CCS3)cc1OC (configuration not stated)
→ -20%, 8%, 0%

Taken from above:
TDP1 block result of `CCN1CCN(CNC(=O)c2cnccn2)CC1` is entered as 9%
N370S GC mod result of `CCc1n(CC(O)COCc2ccccc2)c2ccccc2[n+]1C` (configuration not stated) is entered as -16%
N370S GC mod result of `Cc1nn(S(=O)(=O)N(C)C)c(C)c1CN1C(=O)c2ccccc2C1=O` is entered as 5%

Random excerpt: 2 entries already listed
Results follow in this order: TDP1 cell noCPT, TDP1 block, N370S GC mod
Cc1ccc(Cn2c(=N)c(C(=O)NC3CCCC3)cc3c(=O)n4ccccc4nc32)cc1
→ 6.5µM*, 1%, 1%
COc1ccc(C(=O)NC(=S)Nc2cccc(NC(=O)c3ccco3)c2)cc1[N+](=O)[O-]
→ ?, -1%, 0%

Continued:
Results follow in this order: TDP1 cell noCPT, TDP1 block, N370S GC mod
Cc1ccc(Cn2c(CCNC(=O)c3cccc(C)c3)nc3ccccc32)cc1
→ ?, 8%, .
O=C(COC(=O)c1cc(F)c(F)cc1Cl)NC1CC1
→ 2%, 4%, 5%
Cc1noc(C)c1COC(=O)Cc1ccc(Cl)cc1
→ 6%, 2%, -6%[2.35 µM]
CCCCc1nc(SCc2ccc([N+](=O)[O-])cc2)n[nH]1
→ -14%, 5%, -15%
CCc1nc2oc3ccccc3c(=O)c2c(=O)n1CCOC
→ -4%, 0%, 2%
Cc1cccc(NC(=O)c2nc[nH]c2C(=O)N(C)Cc2ccccc2)c1
→ ?, 1%, .
COc1cc(OC)c(OC)cc1CNC(=O)c1ccc(S(=O)(=O)N2CC(C)OC(C)C2)cc1 (configuration not stated)
→ -15%, 3%, .
Cc1c(C(=O)N2CCN(c3ccccc3F)CC2)oc2c1C(=O)CC(C)(C)C2
→ -82%, 3%, 1%
CN1C(=O)c2[nH]nc(-c3ccc(F)cc3)c2C1c1cccc(O)c1 (configuration not stated)
→ ?, 5%, .
CC/C=C1/N=C2C(=O)N(C)C(=O)N=C2N(C)N1
→ ?, 4%, .
CCCCSc1nc2ccc(Nc3nc(N4CCOCC4)nc(N4CCOCC4)n3)cc2s1
→ 21µM*, -2%, -1%
C=CCn1c(O)c(N=NC(=S)Nc2ccc(OC)cc2)c2ccccc21
→ 4.6µM*, 11%, 2%
CCOC(=O)C(=NC(C)CC)NNc1ccc(Br)cc1 (configuration not stated)
→ ?, 12%, -6%
CC(C)(C)NC(=O)c1cc(Cl)ccc1[N+](=O)[O-]
→ -14%, -2%, 3%
O=S(=O)(c1ccccc1)N1CCN(Cc2c(O)ccc3ccccc23)CC1
→ 15%, -1%, .
OC(CN1CCOCC1)Cn1c(-c2cccc(Cl)c2)nc2ccccc21 (configuration not stated)
→ 7%, 11%, -2%
O=S(=O)(Nc1cccc(-c2ccc(N3CCCCCC3)nn2)c1)c1ccc(C(F)(F)F)cc1
→ 10%, 3%, -18%
COc1ccc(S(=O)(=O)N2CCCCC2)cc1NC(=O)c1[nH]c(C)c(C(C)=O)c1C
→ ?, 4%, .
O=C(O)CCN(Cc1ccccc1)S(=O)(=O)c1ccccc1Cl
→ 7%, 2%, 13%
CCNC(=O)/C=C/c1ccccc1[N+](=O)[O-]
→ -4%, 4%, 9%
Cc1cccc(CSc2nnc([C@@H]3CCCN3C(=O)OC(C)(C)C)o2)c1
→ ?, 2%, 8%
C=CCn1c(=O)c2c(C)c(C)sc2n2c(Nc3ccccc3)nnc12
→ 23µM*, -2%, 3%
Cc1ccc2nc(SCC3CCCCO3)[nH]c2c1 (configuration not stated)
→ -27%, 2%, 19%
CCc1nn(CC(=O)NC(C)CC)c(=O)c2cc3occc3n12 (configuration not stated)
→ -13%, 0%, .
COc1cc2nc(C3CCC3)n(NC(=O)C3CCC(OC)CC3)c(=O)c2cc1OC (configuration not stated)
→ 2%, 0%, -10%
Cc1cc(S(=O)(=O)N2CCOCC2)ccc1OCC(=O)NCC1CCCO1 (configuration not stated)
→ -11%, -4%[0.0935 µM], -5%
CN1CCC(N(C)C(=O)c2ccccc2Nc2ccc(SC(F)F)cc2)CC1
→ -26%, 4%, -9%
O=C(COC(=O)C12CC3CC(CC(C3)C1)C2)NCc1ccco1
→ -4%, 0%&1%, 5%
CCCOc1ccc(N2C(=O)CC(N3CCC(O)(c4cccc(C(F)(F)F)c4)CC3)C2=O)cc1 (configuration not stated)
→ -36%, 2%, -3%
Cc1ccc(/C=N/NC(=O)C(=O)N/N=C/c2ccc(C)o2)o1
→ 2%, -2%, -9%

The results go on:
molecule | TDP1 cell noCPT | TDP1 block | N370S GC mod
CN1CCN(C2=Nc3cc(F)ccc3Cc3ccccc32)CC1 | ? | 5%&6%&6% | -3%&-9%
Cc1cc(OCCn2cncn2)ccc1[N+](=O)[O-] | -28% | . | -5%
COc1ccc(-c2cc(-c3cccs3)c(C#N)c(SCC(=O)NCc3ccccc3OC)n2)cc1 | ? | 5% | 7%
CCn1c(C)c(C(C)=O)c(N2CCN(c3ccc(F)cc3)CC2)nc1=S | -3% | 2% | 2%
COc1ncc2nc(-c3cc(F)cc(F)c3)c(=O)n(CCC#N)c2n1 | -24% | . | 6%
Cc1ccc(NC(=O)C(C)N2CCN(C)CC2)cc1S(=O)(=O)N1CCOCC1 (configuration not stated) | 9% | 1% | .
Cc1cc(C)cc(C(=O)NC(CC(N)=O)c2ccc(N3CCC(Br)CC3)c([N+](=O)[O-])c2)c1 (configuration not stated) | ? | . | -2%
O/N=C/c1ccccc1OCc1ccccc1Cl | -18% | -2% | 14%
COc1ccc(CCNC(=O)C(=O)NCC(c2cccnc2)N2CCN(c3ccccc3)CC2)cc1 (configuration not stated) | 18µM* | 5% | .
COc1cc2nc(CN(C)Cc3ccc(Cl)cc3)[nH]c(=O)c2cc1OC | 26µM* | 5% | 7%
CCCN1CCN(C(=O)CN2C(=O)CC(C)(C)S(=O)(=O)c3ccccc32)CC1 | 5% | 0% | 0%
COc1ccc(N2CCN(C3CCCN(C(=O)CN4CCCCC4=O)C3)CC2)cc1 (configuration not stated) | -8% | 0% | -7%
CCOC(=O)C1=C(c2ccccc2)Nc2ncnn2C1c1cccc(OC)c1OC (configuration not stated) | ? | 7% | 1%
CCOc1cccc(OCCOCCN(C)C)c1 | ? | -11% | -4%
CC(=O)Nc1cccc2c1C(=O)N(c1ccc(OC(C)=O)cc1)C2=O | -12% | 5% | -5%
COc1ccc(C2SCC(=O)N2CCCN(C)C)cc1 (configuration not stated) | 4% | 7% | -27%
O=C(COC(=O)c1ccc(F)cc1F)Nc1cccc(S(=O)(=O)N2CCOCC2)c1 | -6% | -10% | -6%
O=C(O)c1cccc(N2C(=O)c3ccc(C(=O)c4cccc([N+](=O)[O-])c4)cc3C2=O)c1 | -11% | . | 21%
OC1(C#CCN2CCCC2)CCCCC1 | -5% | . | -2%
CCOC(=O)CC(=O)CSc1ncnc2c1nnn2-c1ccc(OC)cc1 | -9% | 6% | -7%

Compound profiles, as listed above. Order of values: TDP1 cell noCPT	TDP1 block	N370S GC mod
`COc1ncc2nc(-c3cc(F)cc(F)c3)c(=O)n(CCC#N)c2n1` reads -24%	.	6%
`CCn1c(C)c(C(C)=O)c(N2CCN(c3ccc(F)cc3)CC2)nc1=S` reads -3%	2%	2%
`Cc1ccc(NC(=O)C(C)N2CCN(C)CC2)cc1S(=O)(=O)N1CCOCC1` (configuration not stated) reads 9%	1%	.

(list continues)
molecule | TDP1 cell noCPT | TDP1 block | N370S GC mod
Cc1ccccc1N1CCN(C2CCCN(C(=O)CCN3CCCCO3)C2)CC1 (configuration not stated) | -3% | 3%[56.1 µM] | -8%
Cc1c(Cl)cccc1NC(=O)C1NC(=O)CC1c1ccccc1 (configuration not stated) | ? | 1% | -6%
CCc1ccc(N2CC(C(=O)NCc3ccc4c(c3)OCO4)CC2=O)cc1 (configuration not stated) | -10% | 6% | -12%
CC(CO)N1CCS(=O)(=O)CC1 (configuration not stated) | -14% | 1% | 20%
CC(C)N(CCNC(=O)c1ccc(OCC2CCCO2)cc1)C(C)C (configuration not stated) | -10% | 1% | -8%
CCC(C)NC(=O)C(CCSC)NC(=O)c1ccccc1 (configuration not stated) | 1% | 2% | 3%
Cc1ccc(C(C)C)c(OCC(=O)NNC(=O)Cc2ccc(S(=O)(=O)N3CCOCC3)s2)c1 | -2% | 0% | .
CCNC(=O)N(CC)C[C@H]1N[C@@](Cc2ccccc2)(C(=O)OC)[C@H]2C(=O)N(Cc3ccccc3)C(=O)[C@@H]12 | -28% | 1% | .
CCOC(=O)C1=C(C)OC(N)=C(C#N)C1c1cc2ccccc2nc1N1CCCCC1 (configuration not stated) | ? | 6% | -3%
CCN(CC)CCNC(=O)CCn1nc(-c2ccc(Cl)cc2)ccc1=O | 7% | . | -9%
COc1cc2c(cc1OC)-c1cc(NC3CCCCCCC3)nc(=O)n1CC2 | -28% | 6% | 3%
Cc1c(C)c2c(OCC(=O)NC3CC3)cc3c(c2oc1=O)CCC(C)(C)O3 | -25% | . | 23%
CCCn1nc(C(=O)OCC(=O)Nc2cccc(S(N)(=O)=O)c2)c2ccccc2c1=O | 9% | 4% | 17%
CCN(CC)S(=O)(=O)c1ccc(-c2nnc(SCC(=O)Nc3nc(C)cs3)o2)cc1 | -21% | 9% | -5%
